Assay outcomes (PubChem BioAssay)
Growth percent in the NCI-60 one-dose screen (48 h, 10 µM unless noted): 100 = growth as untreated, 0 = no growth, -100 = all killed.
SNB-75 = SNB-75 CNS cancer; 5% of 79,000 active; AID 1794750
SNB-19 = SNB-19 CNS cancer cells | 2.5% of 81,000 active | AID 1794751
HCC-2998 = HCC-2998 colon cancer | 4.7% of 79,000 active
HCT-15 = HCT-15 colon cancer | 5.2% of 82,000 active
HT29 = HT29 colon cancer; 7.4% of 81,000 active; AID 1794748
KM12 = KM12 colon cancer cells | 5% of 82,000 active | AID 1794800
SF-268 = SF-268 CNS cancer cells; 3.1% of 82,000 active; AID 1794759
SW-620 = SW-620 colon cancer; AID 1794795; 5.2% of 82,000 active
HCT-116 = HCT-116 colon cancer; AID 1794798; 7.3% of 82,000 active
The depositor's hits bear a star; & = joins results of further samples. How the source made its calls: active means growth percent below 10; inactive means the rest.

`O=C(/C=C\c1cccc([N+](=O)[O-])c1)/C=C/c1cccc([N+](=O)[O-])c1` gave SNB-75 94, SNB-19 95, HCC-2998 97, HCT-15 74, HT29 9.8*, KM12 -7.2*, SF-268 79, SW-620 19 and HCT-116 -31*.
For Nc1cc(=O)[nH][nH]1 the results were SNB-75 88&112, SNB-19 102&123, HCC-2998 98&104, HCT-15 108&116, HT29 95&98, KM12 101&87, SF-268 105&95, SW-620 100&96 and HCT-116 105&89.
Screening C=CCN1C(=O)/C(=C/C(=O)OC)S/C1=N\Nc1ccc([N+](=O)[O-])cc1[N+](=O)[O-] returned SNB-75 74, SNB-19 96, HCC-2998 110, HCT-15 87, HT29 100, KM12 102, SF-268 103, SW-620 96 and HCT-116 87.
CN(N)C(=O)c1ccccc1 was read as SNB-75 93, SNB-19 98, HCT-15 102, HT29 103, KM12 106, SF-268 103, SW-620 106 and HCT-116 100.
CC(=O)C(CCC#N)(CCC#N)c1ccccc1 was read as SNB-75 103, SNB-19 111, HCC-2998 107, HCT-15 110, HT29 100, KM12 112, SF-268 109, SW-620 102 and HCT-116 119.
For COc1cc(-c2cncn2-c2ccc(-c3nc4ccc(F)cc4s3)cc2)cc(OC)c1OC the results were SNB-75 103, SNB-19 92, HCC-2998 81, HCT-15 63, HT29 95, KM12 85, SF-268 92, SW-620 92 and HCT-116 75.
Screening CC(=O)Nc1nc(C)c(-c2n[nH]c(=S)n2C)s1 returned SNB-75 95, SNB-19 103, HCC-2998 93, HCT-15 112, HT29 104, KM12 101, SF-268 106, SW-620 103 and HCT-116 109.
Screening Cn1c(=O)c(C#N)c(-c2ccco2)n2c(S(=O)(=O)Cc3ccccc3)nnc12 returned SNB-75 98, SNB-19 115, HCC-2998 102, HCT-15 78, HT29 92, KM12 94, SF-268 104, SW-620 100 and HCT-116 76.
Screening N#Cc1c(N)[nH]c(S)c1C#N returned SNB-75 97, HCC-2998 96, HCT-15 100, HT29 100, KM12 116, SF-268 108, SW-620 107 and HCT-116 98.
Screening COc1ccc(/C=C/C(=O)c2ccc(Nc3nc(NCCO)nc(Nc4ccc(Cl)cc4)n3)cc2)cc1 returned SNB-75 61, SNB-19 85, HCC-2998 57, HCT-15 38, HT29 40, KM12 41, SF-268 66, SW-620 91 and HCT-116 20.
CCCC(C(=O)OCC)C(C)OC(=O)OCC (stereo not drawn) was read as SNB-75 79, SNB-19 106, HCC-2998 103, HCT-15 100, HT29 104, KM12 101, SF-268 97, SW-620 113 and HCT-116 103.
COc1ccc(Cn2cc3c(c2-c2ccccc2)CCCc2cnoc2-3)cc1[N+](=O)[O-] was read as SNB-75 56, SNB-19 76, HCC-2998 86, HCT-15 27, HT29 41, KM12 49, SF-268 79, SW-620 41 and HCT-116 47.
`CC(=O)OCC1=C(C(=O)O)N2C(=O)[C@@H](NC(=O)Cc3cccs3)[C@H]2SC1` gave SNB-75 113, SNB-19 106, HCC-2998 104, HCT-15 113, HT29 102, KM12 108, SF-268 108, SW-620 110 and HCT-116 107.
Screening Oc1ccc2ccc3[nH]cnc3c2c1 returned SNB-75 85, SNB-19 105, HCC-2998 96, HCT-15 98, HT29 108, KM12 102, SF-268 106, SW-620 102 and HCT-116 92.
For O=C1C(=O)c2c(nc3ncccn23)-c2ccccc21 the results were SNB-75 -93*, SNB-19 -88*, HCC-2998 -93*, HCT-15 -67*, HT29 -17*, KM12 -63*, SF-268 -71*, SW-620 -61* and HCT-116 -79*.
O=C(NCCNc1nccc(-c2c(-c3ccc(F)cc3)nc3sccn23)n1)Nc1cccc(C(F)(F)F)c1 was read as SNB-75 30, SNB-19 65, HCC-2998 38, HCT-15 41, HT29 24, KM12 41, SF-268 56, SW-620 81 and HCT-116 32.
`CN(C)CCCN(Cc1ccccc1O)C(=S)Nc1ccc(Cl)cc1` gave SNB-75 79, SNB-19 95, HCC-2998 83, HCT-15 93, HT29 106, KM12 105, SF-268 102, SW-620 100 and HCT-116 108.
O=C(O)CNC(=O)CN1C(=O)c2ccccc2C1=O was read as SNB-75 90, SNB-19 108, HCC-2998 106, HCT-15 105, HT29 110, KM12 115, SF-268 106, SW-620 105 and HCT-116 89.
Cn1c(=O)c2c(ncn2CCC(=O)Nc2ccc(S(N)(=O)=O)cc2)n(C)c1=O was read as SNB-75 85, SNB-19 105, HCC-2998 99, HCT-15 109, HT29 98, KM12 99, SF-268 106, SW-620 104 and HCT-116 99.
`ClCCn1cnc2c(SCc3ccccc3)ncnc21` gave SNB-75 74, SNB-19 50, HCC-2998 57, HCT-15 34, HT29 41, KM12 53, SF-268 67, SW-620 39 and HCT-116 32.
`O=C(Nc1ccc(-c2ccc3c(c2)NC(=O)/C3=C\c2ccc[nH]2)cc1)Nc1ccc(Cl)c(Cl)c1` gave SNB-75 52, SNB-19 67, HCC-2998 83, HCT-15 41, HT29 11, KM12 8.6*, SF-268 49, SW-620 17 and HCT-116 35.
For O=C1NC(=O)C(Cc2c[nH]c3ccccc23)N1 (stereo not drawn) the results were SNB-75 92, SNB-19 101, HCC-2998 106, HCT-15 102, HT29 108, KM12 102, SF-268 96, SW-620 99 and HCT-116 101.
`COc1ccccc1-c1ccc2nc(Nc3cc(N4CCN(CCO)CC4)nc(C)n3)sc2c1` gave SNB-75 78, SNB-19 98, HCC-2998 90, HCT-15 95, HT29 88, KM12 94, SF-268 90, SW-620 91 and HCT-116 98.
For CCOC(=O)c1sc(NCC(=O)Nc2ccc(Br)cc2)c(C(=O)OCC)c1C the results were SNB-75 109, SNB-19 94, HCC-2998 106, HCT-15 79, HT29 97, KM12 103, SF-268 101, SW-620 102 and HCT-116 91.
For O=C(O)c1ccccc1C(=O)c1ccc(Cl)cc1Cl the results were SNB-75 95, SNB-19 104, HCC-2998 105, HCT-15 105, HT29 94, KM12 104, SF-268 98, SW-620 97 and HCT-116 102.
Screening Nc1n[nH]c(CC(=O)NCCc2ccccc2)n1 returned SNB-75 96, SNB-19 98, HCC-2998 105, HCT-15 109, HT29 102, KM12 114, SF-268 106, SW-620 113 and HCT-116 107.
`CCOC(=O)C(N)Cc1c[nH]c2ccccc12` (stereo not drawn) gave SNB-75 86, SNB-19 98, HCC-2998 107, HCT-15 102, HT29 88, KM12 103, SF-268 99, SW-620 99 and HCT-116 87.
Screening C#CCN(Cc1ccc2nc(N)[nH]c(=O)c2c1)c1ccc(C(=O)NC(CCC(=O)O)C(=O)O)cc1 (stereo not drawn) returned SNB-75 87, HCC-2998 32, HCT-15 66, HT29 63, KM12 70, SF-268 70, SW-620 62 and HCT-116 46.
For CC(=O)c1c2ccccc2cc2ccccc12 the results were SNB-75 107, SNB-19 113, HCC-2998 105, HCT-15 106, HT29 103, KM12 101, SF-268 102, SW-620 102 and HCT-116 106.
CC(COS(=O)(=O)Cc1ccccc1)OS(=O)(=O)Cc1ccccc1 (stereo not drawn) was read as SNB-75 82, SNB-19 100, HCC-2998 110, HCT-15 101, HT29 101, KM12 98, SF-268 99, SW-620 102 and HCT-116 97.
For O=c1[nH]c(-c2ccccc2)nc2[nH]ccc12 the results were SNB-75 80, SNB-19 95, HCC-2998 109, HCT-15 99, HT29 96, KM12 104, SF-268 98, SW-620 102 and HCT-116 110.
O=c1[nH]c2nc(-c3ccc(Cl)cc3)cc(-c3ccc(Cl)cc3)c2s1 was read as SNB-75 88, SNB-19 75, HCC-2998 97, HCT-15 73, HT29 94, KM12 87, SF-268 82, SW-620 97 and HCT-116 74.
Screening CCCCCCN1C(=O)C2(NCc3c(nc4c(c(C)nn4-c4ccccc4)c3-c3ccc(C)cc3)N2)c2ccccc21 (stereo not drawn) returned SNB-75 91, SNB-19 103, HCC-2998 103, HCT-15 89, HT29 88, KM12 89, SF-268 88, SW-620 69 and HCT-116 79.
For CCSc1nnc(-c2c(C)nc3ccc(C)cn23)o1 the results were SNB-75 93, SNB-19 103, HCC-2998 114, HCT-15 72, HT29 106, KM12 90, SF-268 105, SW-620 100 and HCT-116 92.
`COCCNC(=O)Nc1ccc(C)cc1` gave SNB-75 90, SNB-19 106, HCC-2998 127, HCT-15 98, HT29 113, KM12 110, SF-268 116, SW-620 99 and HCT-116 117.
`CCCN1C=C/C(=C\C(=O)n2ccc3ccccc32)c2ccccc21` gave SNB-75 91, SNB-19 94, HCC-2998 104, HCT-15 80, HT29 75, KM12 85, SF-268 96, SW-620 87 and HCT-116 69.
Screening CCOC(=O)C(CC)(COC)C(=O)OCC returned SNB-75 86, SNB-19 106, HCC-2998 112, HCT-15 98, HT29 101, KM12 107, SF-268 102, SW-620 98 and HCT-116 97.
O=C1NC(=NC(=O)c2ccccc2)S/C1=C/c1cccs1 was read as SNB-75 72, SNB-19 93, HCC-2998 85, HCT-15 96, HT29 110, KM12 104, SF-268 97, SW-620 102 and HCT-116 94.
For Cc1ccc2cc(-c3nc4ccccc4[nH]3)c(Cl)nc2c1Cl the results were SNB-75 88, SNB-19 108, HCC-2998 92, HCT-15 85, HT29 110, KM12 93, SF-268 99, SW-620 103 and HCT-116 111.
For CCCCCCCCc1ccc(C(=O)Nc2ccc(C)cc2C(=O)O)cc1OC the results were SNB-75 114, HCC-2998 113, HCT-15 67, HT29 120, KM12 81, SF-268 104, SW-620 102 and HCT-116 88.
Screening C=C(C)[C@@H]1CC[C@]2(C(=O)NCCCN(CCC#N)CCC#N)CC[C@]3(C)[C@H](CC[C@@H]4[C@@]5(C)CCC(=O)C(C)(C)[C@@H]5CC[C@]43C)[C@@H]12 returned SNB-75 100&92, SNB-19 89&99, HCC-2998 104&108, HCT-15 96&101, HT29 106&99, KM12 96&104, SF-268 99&95, SW-620 100&101 and HCT-116 97&97.
`Cc1c(F)cccc1NC(=O)c1sc2nc3c(cc2c1N)CCCCC3` gave SNB-75 76, SNB-19 54, HCC-2998 76, HCT-15 28, HT29 16, KM12 35, SF-268 83, SW-620 25 and HCT-116 50.
BrCC1OC(c2ccccc2)C(c2ccccc2)O1 (stereo not drawn) was read as SNB-75 86, SNB-19 107, HCC-2998 122, HCT-15 97, HT29 110, KM12 103, SF-268 99, SW-620 107 and HCT-116 107.
For CCCCOc1ncnc2c1CC(C)c1c(C)cc(C)cc1N2C (stereo not drawn) the results were SNB-75 102, SNB-19 108, HCC-2998 112, HCT-15 98, HT29 98, KM12 101, SF-268 109, SW-620 104 and HCT-116 99.
CCCCS(=O)(=O)c1ccccc1 was read as SNB-75 101, SNB-19 107, HCC-2998 101, HCT-15 104, HT29 96, KM12 104, SF-268 98, SW-620 104 and HCT-116 93.
Screening Cc1ccc2c(c1)/C(=N/c1nc(-c3ccc(F)cc3)cs1)C(=O)N2 returned SNB-75 80, SNB-19 101, HCC-2998 110, HCT-15 95, HT29 86, KM12 97, SF-268 96, SW-620 93 and HCT-116 92.
Screening O=C1NC(=O)c2ccccc21 returned SNB-75 97, SNB-19 108, HCC-2998 99, HCT-15 102, HT29 97, KM12 98, SF-268 100, SW-620 107 and HCT-116 102.
`COc1ccc(S(=O)(=O)NCCCNc2nccc(-c3[nH]c(-c4ccccc4)nc3-c3ccc(Cl)c(O)c3)n2)cc1` gave SNB-75 108, SNB-19 105, HCC-2998 112, HCT-15 94, HT29 74, KM12 78, SF-268 92, SW-620 107 and HCT-116 58.
Screening O=C(C[n+]1ccnc2ccccc21)c1ccc(Cl)cc1 returned SNB-75 83, SNB-19 102, HCC-2998 103, HCT-15 101, HT29 99, KM12 91, SF-268 88, SW-620 109 and HCT-116 86.
`Cn1c(NN)nc2ccccc2c1=O` gave SNB-75 90, SNB-19 102, HCC-2998 90, HCT-15 107, HT29 116, KM12 99, SF-268 97, SW-620 102 and HCT-116 98.
For c1ccc(CO[C@H]2CO[C@H]3[C@@H]2OC[C@H]3OCc2ccccc2)cc1 the results were SNB-75 111, SNB-19 101, HCC-2998 98, HCT-15 99, HT29 107, KM12 103, SF-268 102, SW-620 107 and HCT-116 105.
Nc1ccc(-c2nnc(NC(=O)c3ccccc3)s2)cc1 was read as SNB-75 103, SNB-19 116, HCC-2998 109, HCT-15 97, HT29 112, KM12 100, SF-268 103, SW-620 100 and HCT-116 108.
`COc1cc([N+](=O)[O-])c(OC)cc1Nc1ccccc1C(=O)O` gave SNB-75 94&93, SNB-19 105, HCC-2998 91&105, HCT-15 62&90, HT29 110&98, KM12 96&106, SF-268 87&93, SW-620 98&105 and HCT-116 71&98.

Structural class, the compounds so far containing an aryl methoxy group.
For COc1cc(-c2cncn2-c2ccc(-c3nc4ccc(F)cc4s3)cc2)cc(OC)c1OC the results were SNB-75 103, SNB-19 92, HCC-2998 81, HCT-15 63, HT29 95, KM12 85, SF-268 92, SW-620 92 and HCT-116 75.
Screening COc1ccc(/C=C/C(=O)c2ccc(Nc3nc(NCCO)nc(Nc4ccc(Cl)cc4)n3)cc2)cc1 returned SNB-75 61, SNB-19 85, HCC-2998 57, HCT-15 38, HT29 40, KM12 41, SF-268 66, SW-620 91 and HCT-116 20.
COc1ccc(Cn2cc3c(c2-c2ccccc2)CCCc2cnoc2-3)cc1[N+](=O)[O-] was read as SNB-75 56, SNB-19 76, HCC-2998 86, HCT-15 27, HT29 41, KM12 49, SF-268 79, SW-620 41 and HCT-116 47.
`COc1ccccc1-c1ccc2nc(Nc3cc(N4CCN(CCO)CC4)nc(C)n3)sc2c1` gave SNB-75 78, SNB-19 98, HCC-2998 90, HCT-15 95, HT29 88, KM12 94, SF-268 90, SW-620 91 and HCT-116 98.
For CCCCCCCCc1ccc(C(=O)Nc2ccc(C)cc2C(=O)O)cc1OC the results were SNB-75 114, HCC-2998 113, HCT-15 67, HT29 120, KM12 81, SF-268 104, SW-620 102 and HCT-116 88.
`COc1ccc(S(=O)(=O)NCCCNc2nccc(-c3[nH]c(-c4ccccc4)nc3-c3ccc(Cl)c(O)c3)n2)cc1` gave SNB-75 108, SNB-19 105, HCC-2998 112, HCT-15 94, HT29 74, KM12 78, SF-268 92, SW-620 107 and HCT-116 58.
`COc1cc([N+](=O)[O-])c(OC)cc1Nc1ccccc1C(=O)O` gave SNB-75 94&93, SNB-19 105, HCC-2998 91&105, HCT-15 62&90, HT29 110&98, KM12 96&106, SF-268 87&93, SW-620 98&105 and HCT-116 71&98.
